Screens (PubChem BioAssay)
Shiga inhibitor = inhibitors of Shiga toxin in Vero cells; actives 9.2% (n = 290,000); Vero cells, Shiga toxin protein synthesis inhibition reporter; AID 2315; inhibition, % at 38.7 µM; in the data active = inhibition mostly above about 28%, no sharp cut-off; inactive = mostly below about 43%; note: 0% is about no effect
Giardia FBPA inh = Giardia lamblia aldolase inhibition. purified Giardia FBPA. Potency, µM (titrated, usually from 59.6 µM), for the others: top-dose activity, negative = inhibition, hits mostly inhibitors. actives 0.71% (n = 290,000); note: potency is the fitted concentration of half-maximal effect; % is set by controls: 0 for no effect and ±100 for the full control effect; nearly all actives have a fitted effect of over 55% in size
Target sequence (A8B2U2 whole entry, looked up): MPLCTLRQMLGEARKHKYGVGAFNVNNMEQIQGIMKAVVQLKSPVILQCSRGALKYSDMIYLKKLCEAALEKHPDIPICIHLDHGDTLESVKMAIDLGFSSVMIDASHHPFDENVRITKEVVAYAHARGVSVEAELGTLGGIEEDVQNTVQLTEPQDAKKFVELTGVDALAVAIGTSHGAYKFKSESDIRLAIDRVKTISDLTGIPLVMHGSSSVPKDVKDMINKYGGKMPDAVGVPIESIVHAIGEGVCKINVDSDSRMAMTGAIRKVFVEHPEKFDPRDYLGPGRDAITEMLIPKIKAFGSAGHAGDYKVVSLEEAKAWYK
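40 nM FBPA preincubated 10 min at RT with compound (up to 57.5 uM final), then substrate plus GAPDH/TPI/NAD/arsenate coupling and diaphorase/resazurin added. Fluorescence read after 20 min at RT, 525/598 nm.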
Pf growth 96h = inhibits malaria parasite growth, 96 h. P. falciparum luciferase reporter growth, 96 h. Potency, µM (top dose mostly 28.7 µM), for the others: at the top dose activity change, negative = inhibition, usual class: inhibitors. actives 6.9% (n = 320,000). AID 504834; note: potency is the fitted concentration of half-maximal effect; % is set by controls: 0 for no effect and ±100 for the full control effect
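P. falciparum expressing integrated firefly luciferase grown in erythrocytes (2% hematocrit, 0.05% parasitemia final) with compounds for 96 hours at 37 C, 5% CO2. Growth inhibition read as loss of luminescence after adding luciferase detection reagent.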
Pf growth 48h = inhibits P. falciparum growth in the first generation, 48 h | P. falciparum luciferase growth in erythrocytes, 48 h | AID 504832 | actives 5.9% (n = 310,000) | Potency, µM (highest dose often 28.7 µM), for inactives: at the highest dose activity change, negative = inhibition, most hits filed as inhibitors; note: potency is the fitted concentration of half-maximal effect; % is set by controls: 0 for no effect and ±100 for the full control effect
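In quantitative HTS format, infected erythrocytes bearing luciferase-reporter parasites were treated for a single generation at 37 C. Luminescence after adding detection reagent served as the growth measure.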
CHX counter = affects cycloheximide protein synthesis inhibition readout, counter-screen. cell reporter, cycloheximide protein synthesis inhibition counterscreen. actives 12% (n = 300,000). AID 2314. max response, %; in the data active = max response mostly above about 13%, no sharp cut-off; inactive = mostly below about 14%; note: read at 38.3 µM for the half of the compounds with a filed dose; 0% is about no effect
Sm TGR block = S. mansoni TGR enzyme inhibition; AID 485364; Q962Y6; Potency, µM (top dose mostly 114 µM), inactives show at the highest dose activity change, negative = inhibition, actives largely listed as inhibitors; actives 3% (n = 360,000); purified TGR, DTNB reduction, TNB absorbance 405 nm; note: potency is the fitted concentration of half-maximal effect; % is set by controls: 0 for no effect and ±100 for the full control effect; nearly all actives have a fitted effect of over 60% in size
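TGR 20 nM + NADPH 100 uM (dispensed conc.), cpd preinc 15 min RT; start with NADPH (500 uM addition) then DTNB (15 mM addition). Kinetic TNB absorbance, 405 nm filter. Four-parameter Hill fit across titration.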
The depositor's hits bear a star; ? = inconclusive; . = not tested or not shown; [ ] = remark or other dose. Unless noted, calls come from the whole dose curve; as a rule, active = well fitted curve in the direction sought with a large enough effect; inconclusive = small, poorly fitted or top-dose-only effect, or another doubt; inactive = no such curve, though single readings can be large; an effect the other way counts as inactive or inconclusive. Not a hit list; 24% or so of the library scored in one or more.

SMILES	Shiga inhibitor	Giardia FBPA inh	Pf growth 96h	Pf growth 48h	CHX counter	Sm TGR block
COc1ccc(/C=N/NC(=O)c2ccccc2O)cc1CSc1ccccn1	81.9	12.0%	-21.0%	-25.4%	9.0	-5.3%
CCOC(=O)c1ccc(NC(=S)NCCC2=CCCCC2)cc1	-3.0	4.2%	?	?	3.1	6.8%
COc1ccc(C(=O)NCCCNC(=O)c2cnccn2)cc1Br	-17.9	1.7%	?	?	-4.0	1.9%
CC(C)C(C)NC(=O)CN1C(=O)NC2(CCCCCC2)C1=O (stereo unspecified)	-6.6	3.3%	-9.4%	10.4%	-1.4	-2.3%
O=C1N(c2ccccc2)C2CS(=O)(=O)CC2N1c1ccc(Br)cc1 (stereo unspecified)	-5.6	1.1%	-10.9%	5.3%	-2.7	1.9%
COc1cc2cc(CN(CCc3ccccc3C)C(=S)NCCCN(C)C)c(=O)[nH]c2cc1OC	-13.6	9.4%	?	13.1µM*	-1.8	-0.5%
CCN(CC)CCCNC(=O)CNC(=O)c1nn(-c2ccc(OC)cc2)c(=O)c2ccccc12	-3.2	-4.3%	9.28µM*	-13.8%	-1.5	-19.5%
CN(C)C(=O)/C(=C/c1ccc(-c2cccc([N+](=O)[O-])c2)o1)NC(=O)c1ccccc1	-19.2	1.6%	?	?	2.5	-1.2%
Cc1cc([N+](=O)[O-])cc2c1NC(=O)C2(O)N1CCCC(C)C1 (stereo unspecified)	12.6	-17.9%	177.3%[activator]	-10.5%	-2.4	-11.1%
Cc1cc(C)c2c(-n3cccc3)c(C(=O)NNS(=O)(=O)c3ccccc3)sc2n1	-12.0	5.4%	0.8%	-12.7%	-2.4	5.6%
OCC(CO)(CO)NC(=S)Nc1cc(Cl)cc(Cl)c1	22.1	-17.8%	17.1%	18.5%	2.0	-0.8%
Nc1cc(C(=O)N/N=C/c2cccc([N+](=O)[O-])c2)n[nH]c1=O	-1.4	-8.9%	5.5%	1.9%	-1.9	1.3%
COc1ncccc1-c1nnn(-c2ccc(Cl)c(Cl)c2)n1	-6.4	8.4%	245.5%[activator]	172.4%[activator]	18.0*	-6.2%
CC(=O)N1CCN(c2ccc(NCc3cccc4ccccc34)cc2)CC1	-1.5	0.6%	-20.4%	?	-4.2	-28.5%
CC(C)CC(=O)Nc1ccccc1N1CCCC1	-12.4	-0.7%	-14.9%	1.7%	-9.0	-1.9%
CC1CCCN(C(=O)c2cc3c(-c4ccc(Cl)cc4)nn(C)c3s2)C1 (stereo unspecified)	1.0	0.0%	?	40.1%[activator]	-2.9	4.6%
COc1ccccc1CC(=O)Nc1ccc2c(c1)CCC2	13.5	-2.8%	?	50.7%[activator]	13.8	-2.0%
O=C(O)/C=C/C(=O)N1CCN(C(=O)/C=C/C(=O)O)CC1	-11.6	7.6%	?	11.1%	1.2	-14.9%
COC(=O)c1cc(=O)n(Cc2ccc(OC)c(OC)c2)c(=Nc2ccc(F)cc2)s1	-11.6	-4.1%	-23.1%	.	-3.0	-1.0%
CCC(=O)N1CCc2cc(S(=O)(=O)N3CCc4ccccc43)ccc21	-20.0	-9.6%	?	7.3%	2.0	-0.2%

Part of the list above, with each value named:
> COc1ccccc1CC(=O)Nc1ccc2c(c1)CCC2
  Shiga inhibitor: 13.5	Giardia FBPA inh: -2.8%	Pf growth 96h: ?	Pf growth 48h: 50.7%[activator]	CHX counter: 13.8	Sm TGR block: -2.0%

> COc1ncccc1-c1nnn(-c2ccc(Cl)c(Cl)c2)n1
  Shiga inhibitor: -6.4	Giardia FBPA inh: 8.4%	Pf growth 96h: 245.5%[activator]	Pf growth 48h: 172.4%[activator]	CHX counter: 18.0*	Sm TGR block: -6.2%

Going on with the list.
SMILES	Shiga inhibitor	Giardia FBPA inh	Pf growth 96h	Pf growth 48h	CHX counter	Sm TGR block
CC1CCCC(C)N1/N=C/c1ccccc1F (stereo unspecified)	1.4	?	12.3%	12.9%	-3.6	?
COc1cc(C(C)=O)ccc1OCC(O)CN1CCN(c2ccccc2)CC1 (stereo unspecified)	.	-1.7%	?	23.8%	-1.2	-2.0%
O=C(CNC(=O)c1ccco1)OCN1C(=O)c2ccccc2C1=O	-4.2	-0.2%	-0.3%	-19.8%	-1.5	0.0%
Nc1ccc2ccc3cccc[n+]3c2c1	.	-23.5%	?	0.415µM*	-1.5	31.6µM*
CC1CN(C(=O)c2ccc(COc3ccccc3Cl)o2)CC(C)O1 (stereo unspecified)	-3.3	2.8%	10.6%	6.8%	2.0	-15.2%
Nc1ccc(C(=O)Nc2nccs2)cc1	125.3*	-11.4%	6.7%	338.2%[activator]	33.2*	-0.6%
Cn1nc(C(=O)NCC(=O)Nc2ccc(F)c(F)c2F)c2ccccc2c1=O	.	.	-24.5%	?	.	-1.8%
CCCCN1C[C@H](Cc2ccccc2)[C@@H](CC(=O)NCc2ccc(OC)cc2)C1=O	-6.0	2.2%	?	?	-1.5	-8.4%
O=C(O)CCc1ccc(-c2ccccc2)n1CC(=O)O	-2.9	10.2%	.	5.4%	-1.7	35.5µM*
O=C(O)C1C2C=CC(C2)C1C(=O)NCCCN1CCOCC1 (stereo unspecified)	-18.8	0.8%	11.7µM*	5.5%	16.0	-17.4%

Pulled by structure from the entries so far, six records:
SMILES	Shiga inhibitor	Giardia FBPA inh	Pf growth 96h	Pf growth 48h	CHX counter	Sm TGR block
Cc1cc(C)c2c(-n3cccc3)c(C(=O)NNS(=O)(=O)c3ccccc3)sc2n1	-12.0	5.4%	0.8%	-12.7%	-2.4	5.6%
COC(=O)c1cc(=O)n(Cc2ccc(OC)c(OC)c2)c(=Nc2ccc(F)cc2)s1	-11.6	-4.1%	-23.1%	.	-3.0	-1.0%
CC(=O)N1CCN(c2ccc(NCc3cccc4ccccc34)cc2)CC1	-1.5	0.6%	-20.4%	?	-4.2	-28.5%
COc1ccc(/C=N/NC(=O)c2ccccc2O)cc1CSc1ccccn1	81.9	12.0%	-21.0%	-25.4%	9.0	-5.3%
CCN(CC)CCCNC(=O)CNC(=O)c1nn(-c2ccc(OC)cc2)c(=O)c2ccccc12	-3.2	-4.3%	9.28µM*	-13.8%	-1.5	-19.5%
COc1cc(C(C)=O)ccc1OCC(O)CN1CCN(c2ccccc2)CC1 (stereo unspecified)	.	-1.7%	?	23.8%	-1.2	-2.0%

Individual results from the list:
Under Pf growth 96h, O=C(CNC(=O)c1ccco1)OCN1C(=O)c2ccccc2C1=O is entered as -0.3%
Under CHX counter, COc1cc(C(C)=O)ccc1OCC(O)CN1CCN(c2ccccc2)CC1 (stereo unspecified) is entered as -1.2
Under Giardia FBPA inh, Nc1ccc2ccc3cccc[n+]3c2c1 is entered as -23.5%
Under Shiga inhibitor, CC1CN(C(=O)c2ccc(COc3ccccc3Cl)o2)CC(C)O1 (stereo unspecified) is entered as -3.3
Under Shiga inhibitor, O=C(O)CCc1ccc(-c2ccccc2)n1CC(=O)O is entered as -2.9

More structures follow:
SMILES	Shiga inhibitor	Giardia FBPA inh	Pf growth 96h	Pf growth 48h	CHX counter	Sm TGR block
CC(C)(C)n1ncc2c(=O)n(CC(=O)Nc3ccccc3)cnc21	16.8	0.6%	3.8%	1.5%	11.5	0.0%
Cc1ccc(NC(=S)NCc2cccnc2)cc1	35.5	-0.4%	0.0%	10.8%	-1.4	?
CC(=O)c1cccc(Nc2nc(-c3ccccc3)cs2)c1	106.9*	-6.8%	?	-10.6%	33.0*	.
O=C(Nc1ccc(C(=O)N2CCCCC2)cc1)Nc1cccc(Cl)c1	72.4*	.	-5.9%	?	32.7*	-14.9%
Cc1c(C(=O)NCc2ccco2)oc2ccc(S(=O)(=O)N3CCC4(CC3)OCCO4)cc12	-9.6	0.1%	?	?	-5.5	-33.4%
Cc1[nH]c(=O)[nH]c(=O)c1S(=O)(=O)N1CCCC(C(=O)NCc2ccccc2Cl)C1 (stereo unspecified)	-5.4	4.1%	.	-0.6%	-3.8	-0.8%
O=[N+]([O-])c1ccc(N2CCN(S(=O)(=O)c3ccc(Cl)cc3)CC2)cc1NCc1cccnc1	-14.4	-6.4%	?	7.38µM*	1.1	-1.3%
CN(C)C(=O)Oc1ccc(OCc2nc3ccccc3[nH]2)cc1	34.7*	3.3%	120.0%[activator]	104.2%[activator]	23.6*	-5.0%
CN1C(=O)N(C)C2(CC1(C)C)CC(C)(C)N(C)C(=O)N2C	20.7	6.4%	101.4%[activator]	37.3%[activator]	-1.4	0.4%
CCOc1ncccc1C(=O)OCC(=O)NCc1ccc2c(c1)OCO2	-9.1	5.4%	12.8%	3.0%	-3.1	0.8%
Cc1cc(C)n(C(=O)c2ccc(C)c(F)c2F)n1	-9.1	6.4%	-9.8%	6.9%	-4.1	-10.3%
O=C(NCCCN1CCCC1)c1ccc2c(c1)N(Cc1cccc(Cl)c1)C(=O)c1ccccc1S2=O (stereo unspecified)	-21.4	-8.3%	0.0%	3.29µM*	-5.5	-16.9%
Cc1cc(Cl)c(S(=O)(=O)Nc2cc(S(=O)(=O)N3CCOCC3)ccc2F)cc1OCC(N)=O	1.8	1.7%	?	2.1%	-7.6	.
CC(=O)Nc1nonc1-c1nc2ccccc2n1N(C(C)=O)C(C)=O	-18.3	0.9%	8.6%	15.5%	-2.0	-10.0%
CCN(CC)CCN(C(=O)c1ccc(N2C(=O)CCC2=O)cc1)c1nc2cc3c(cc2s1)OCO3	29.6	-7.0%	-2.4%	1.7%	14.3	-31.9%
O=C(Nc1ccccc1)Nc1ccccc1C(=O)NCCCN1CCOCC1	-4.1	1.6%	25.1%	?	-0.7	0.4%
COc1cc2c(cc1OC)C(c1ccc(Br)cc1)NC(=O)C2 (stereo unspecified)	-9.5	8.4%	0.0%	?	-2.6	1.1%
Nc1ccc(S(=O)(=O)Nc2nccs2)cc1	.	2.1%	-26.1%	-6.8%	.	.
Cc1ccc(C)c(C(=O)CN2C(=O)C(=O)N(C3CCCC3)C2=O)c1	.	.	12.4%	17.8%	.	0.8%
CCOC(=O)c1cccc(C2=CC(=O)C[C@H](c3ccc(Cl)cc3)C2)c1	.	.	?	13.1µM*	.	-1.3%
CCN(CC)CCCNC(=O)C(C)n1c2ccccc2c2nc(=O)cc(C)n21 (stereo unspecified)	14.5	0.3%	8.3%	24.2%	0.8	7.1%
O=C(O)C1CCN(S(=O)(=O)c2ccc(N3CCCC3C(=O)O)c([N+](=O)[O-])c2)CC1 (stereo unspecified)	5.0	12.6%	11.1%	4.2%	0.4	1.0%
CCC(=O)Nc1c2c(nn1-c1ccc(F)cc1)CS(=O)(=O)C2	-3.7	-2.6%	28.7%	19.0%	-0.2	1.4%
CC(=C1C(=O)c2ccccc2C1=O)N1CCN(CCN=Cc2c(O)n(C)c(=O)n(C)c2=O)CC1	22.6	?	.	22.9%	3.7	0.0%
CCOc1ccc(NC(=O)CSc2nnc(C)n2C2CC2)cc1S(=O)(=O)N1CCCC1	.	.	?	?	.	-1.2%
COc1ccc(C(=O)NCCCSC)cc1OC1CCN(C(C)C)CC1	7.1	1.7%	434.9%[activator]	?	5.5	?
COc1ccccc1N1CCN(Cc2cccs2)CC1	21.2	-28.1%	?	.	14.0	-1.0%
O=C1C(=O)N(CCCN2CCOCC2)C(c2ccc([N+](=O)[O-])cc2)/C1=C(\O)c1ccc2c(c1)OCCO2 (stereo unspecified)	22.5	.	-23.5%	-15.6%	13.6	?
CCOC(=O)c1cc2n(c1/N=C/N(C)C)-c1ccccc1C2=O	-2.9	?	?	.	0.4	?
O=C(Cn1nnc(-c2cc(Cl)ccc2-n2cnnn2)n1)N1CCCc2ccccc21	-14.1	-1.8%	33.7%	?	-2.0	2.4%
CCCCNCc1cc(Br)c(OCC(=O)N2CCOCC2)c(OC)c1	-7.9	-3.3%	29.6%	0.3%	-4.6	?
